From PubChem
Casp1 inh – blocks human caspase-1 allosterically or competitively; Caspase-1 enzyme, Ac-WEHD-AFC fluorogenic rate; Potency, µM (highest dose often 57.5 µM), for inactives: at the top dose activity change, negative = inhibition, actives largely listed as inhibitors; actives 0.03% (n = 75,000);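 further: potency means the concentration at half of the fitted maximal effect; plate controls were vehicle for no effect and no substrate for full effect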
Texas Red fluor – Texas Red region autofluorescence | Compound fluorescence, Texas Red channel, 547/618 nm; hits give high values | max dye-equivalent concentration, M | actives 0.06% (n = 59,000); in the data active means max dye-equivalent concentration above about 10 nM; inconclusive means between about 1.1 nM and that limit
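Texas Red-region profiling: compounds in 100 mM Tris pH 8.0 were read at 547/618 nm after 15 min at room temperature. Intensities were normalized against a six-point Texas Red standard series to give dye-equivalent concentration.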
USP2a inh – USP2a (human) protease inhibition | USP2a enzymatic assay, qHTS inhibition | Potency, µM (series often up to 38.3 µM), for inactives: at the highest dose activity change, negative = inhibition, actives largely listed as inhibitors | actives 0.1% (n = 60,000) | AID 927;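 further: potency means the concentration at half of the fitted maximal effect; nearly all actives have a fitted effect of over 60% in size; plate controls were DMSO for no effect and NEM full inhibition control for full effect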
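20 nM USP2 core + cpd, 30 min RT; add 20 nM Ub-PLA2/20 uM NBD C6-HPC; read Ex460/Em535 at 0 h and 2.5 h. Normalized to NEM; qHTS curve fit/classification.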
BRCT PPI red – inhibitors of human BRCA1 BRCT-phosphoprotein interaction (red fluorophore); Potency, µM (top dose mostly 76.9 µM), inactives show at the top dose activity change, negative = inhibition, actives largely listed as inhibitors; actives 0.03% (n = 75,000); BRCT-phosphopeptide binding, red fluorescence polarization; further: on the % scale 0 is the no-effect control and ±100 the full control effect
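Rhodamine-labelled pBACH1 10-mer (100 nM) bound to BRCT domain (100 nM) at pH 7.3; compounds incubated 12 min room temperature, polarization read. Free peptide defines full inhibition; unlabelled decapeptide titrated as control.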
Caspase-7 inhib – blocks human caspase-7 allosterically or competitively; Potency, µM (doses to about 57.5 µM), without a hit: at the top dose activity change, negative = inhibition, hits mostly inhibitors; P55210; recombinant caspase-7, Ac-DEVD-AFC fluorescence rate; AID 889; actives 0.02% (n = 75,000); active means well fitted inhibition curve with a large enough effect in the main read-out, with a control signal flat, not every such curve was filed as active; inconclusive means small, poorly fitted or top-dose-only effect, or a change in a side signal; further: potency means the concentration at half of the fitted maximal effect; % of control where 0% means no effect
Fluorescein fluor – fluorescein region autofluorescence | Compound autofluorescence, 480/540 nm, fluorescein-equivalent; hits give high values | max fluorescein-equivalent concentration, M | actives 0.91% (n = 59,000); in the data active means max fluorescein-equivalent concentration above about 10 nM; inconclusive means between about 1.1 nM and that limit
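Library compounds, added at multiple concentrations to pH 8.0 Tris buffer (100 mM), incubate 15 min at room temperature before CCD imaging at 480 nm excitation and 540 nm emission.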
BRCT inh green – blocks human BRCA1 BRCT binding to phosphopeptide, green readout | actives 0.05% (n = 75,000) | AID 875 | BRCA1 BRCT-phosphopeptide binding, green fluorescence polarization | Potency, µM (highest dose often 76.9 µM), inactives show at the top dose activity change, negative = inhibition, actives largely listed as inhibitors | P38398;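 further: potency means the concentration at half of the fitted maximal effect; plate controls were peptide without protein for full effect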
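Fluorescence polarization: His-tagged BRCT (~35 kDa BRCA1 C-terminus, 250 nM) bound to 100 nM fluorescein-labeled phosphorylated 10-aa BACH1 peptide, pH 7.3 phosphate buffer with DTT and Tween 20. Compounds incubated 12 min at room temperature; inhibition read as lowered polarization.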
A350 autofl – A350 region autofluorescence; Compound autofluorescence, 340/450 nm, Alexa 350 dye-equivalents; hits give high values; max dye-equivalent concentration, M; actives 11% (n = 59,000); in the data active means max dye-equivalent concentration above about 10 nM; inconclusive means mostly about 1.1 nM to 9.6 nM
HEK293 cAMP cs – counter-screen for TSHR agonists: cAMP increase in parental HEK293 | parental HEK293 CNG cAMP sensor, membrane potential fluorescence | Potency, µM (top dose mostly 57.1 µM), for inactives: top-dose activation, hits mostly activators | actives 2.5% (n = 73,000); further: potency means the concentration at half of the fitted maximal effect; % of control where 0% means no effect; nearly all actives have a fitted effect of over 55% in size
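Parental HEK 293 cells stably expressing a modified CNG channel (no TSHR) report cAMP rise as membrane depolarization. Membrane potential dye with 100 uM RO 20-1724 was loaded for 60 min at room temperature, then compound added for 30 min; fluorescence read at 590 nm.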
Rhodamine fluor – compound autofluorescence in rhodamine spectral region; Rhodamine-region fluorescence, 547/598 nm, Tris buffer; hits give high values; actives 0.05% (n = 59,000); max dye-equivalent concentration, M; AID 594; in the data active means max dye-equivalent concentration above about 11 nM; inconclusive means between about 1.1 nM and that limit
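A six-point rhodamine series on each plate calibrates the signal. Compounds sit in 100 mM Tris (pH 8.0) for 15 min at ambient temperature before imaging through 547 nm/598 nm filters.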
4-MU autofl – compounds fluorescent in 4-MU spectral region; compound autofluorescence, 340/450 nm, 4-MU equivalents; hits give high values; max dye-equivalent concentration, M; actives 11% (n = 59,000); AID 589; in the data active means max dye-equivalent concentration above about 10 nM; inconclusive means mostly about 1.1 nM to 9.6 nM
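Intrinsic fluorescence at 340/450 nm (ex/em) was read after 15 min at room temperature in pH 8.0, 100 mM Tris. Each compound concentration expressed as 4-MU-equivalent concentration from a six-point 4-MU standard series on each plate.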
* hit, by the source's call; i = inactive; ? = inconclusive; · = not tested or not shown; [ ] = remark or other dose. Unless noted, the call rests on the fitted dose curve; in most records, active means well fitted curve in the direction sought with a large enough effect; inconclusive means small, poorly fitted or top-dose-only effect, or another doubt; inactive means no such curve, though single readings can be large; an effect the other way counts as inactive or inconclusive. Some of the compounds tested, so the mix of outcomes need not match the whole.

Every second line gives: Caspase-7 inhib, Texas Red fluor, 4-MU autofl, A350 autofl, BRCT inh green, Casp1 inh, Fluorescein fluor, Rhodamine fluor, BRCT PPI red, HEK293 cAMP cs, USP2a inh
O=C(Oc1c(CN2CCOCC2)cc(Cl)c2cccnc12)c1ccc(F)cc1
→ 0%, i, i, i, 1.2%, -3%, i, i, 0.3%, 24%, 18%
COc1ccc(N(C)S(=O)(=O)c2cccc(C(=O)Nc3ccc(-n4cnnn4)cc3)c2)cc1
→ -2%, i, i, i, -0.8%, -1%, i, i, 0.1%, -12%, 39%[activator]
CC(=O)N1c2ccccc2N(Cc2ccc(C)cc2C)C(=O)C1(C)C
→ -3%, ·, ·, ·, -0.2%, 0%, ·, ·, -0.3%, ?, ·
O=C(CCn1cnc2ccccc2c1=O)Nc1nc2c(s1)CCCC2
→ 0%, i, i, i, -0.8%, 1%, i, i, 0.0%, 20%, -3%
Cc1cccc(OCc2nnc(SCC(=O)Nc3cc(C)on3)n2C)c1
→ 2%, i, i, i, -3.1%, -1%, i, i, 1.1%, -3%, ·
CCN(CC)S(=O)(=O)c1ccc(C(=O)Nc2c3c(nn2C(C)(C)C)CS(=O)(=O)C3)cc1
→ -2%, i, i, i, -0.6%, 2%, i, i, -0.1%, -1%, 9%
Cc1cc(C)cc(NC(=O)CSc2nnc(Cn3c(=O)sc4ccccc43)n2C)c1
→ 1%, ·, ·, ·, -2.6%, 3%, ·, ·, -2.1%, 5%, ·
CCOC(=O)c1c(C)c(C(=O)NC(C)COC)c(C)n1CC (stereo unspecified)
→ -1%, i, i, i, -1.0%, 1%, i, i, 0.6%, -10%, 12%
Cc1ccc(C)c(NC(=O)C2CC(O)CN2C(=O)OCc2ccccc2)c1 (stereo unspecified)
→ -1%, ·, ·, ·, -2.1%, -2%, ·, ·, -1.6%, 2%[11.4 µM], 7%[7.66 µM]
Cc1cc(C(=O)COC(=O)c2cccs2)c(C)n1-c1c(C)n(C)n(-c2ccccc2)c1=O
→ 5%, ?, i, i, -0.4%, 1%, ?, i, -2.3%, 0%, 3%
CCOC(=O)c1ccccc1NC(=O)c1cncc(Br)c1
→ 0%, i, i, ?, -0.3%, 0%, i, i, 0.4%, ?, 3%
Cc1ccc2c(c1)N(CC(=O)NC1CCCc3ccccc31)C(=O)CO2 (stereo unspecified)
→ 1%, i, i, i, -3.2%, 2%, i, i, 0.1%, ?, 7%
CCOc1cc(NC(=O)c2cnccn2)c(OCC)cc1NC(=O)c1ccc(OC)cc1
→ -3%, i, i, i, -0.7%, 0%, i, i, 1.6%, -1%, 4%
CCC(C)NC(=O)c1c(-c2cc(Cl)c(OC)c(Cl)c2)noc1C (stereo unspecified)
→ -2%, ·, ·, ·, 0.6%, -1%, ·, ·, 0.5%, 26%, ·
O=C(CCc1ccccc1)Nc1ccc(NC(=O)C2CC2)nc1
→ 1%, i, i, i, -0.6%, 0%, i, i, 0.9%, 21%, -3%
COc1ccc([N+](=O)[O-])c2c1CCN2C(=O)CC[C@H](N)C(=O)O
→ -1%, ·, ·, ·, -0.1%, -2%, ·, ·, -0.3%, 4%, ·
CCn1c(SC)nc2c(c1=O)SC(C)C2 (stereo unspecified)
→ 0%, i, i, i, -8.5%, 0%, ?, i, -4.0%, 5%, -4%
CC1CCN(CC[C@@H]2CCCN2S(=O)(=O)c2cccc(O)c2)CC1
→ -1%, i, i, i, 3.0%, 1%, ?, i, -1.1%, 8%, 2%
COCCn1nnnc1C(C(C)C)N1CCN(C(=O)c2ccco2)CC1 (stereo unspecified)
→ -2%[0.00368 µM], i, i, i, -2.9%, 0%, i, i, 0.6%, 11%, -7%
O=C(Nc1ccc(F)c(F)c1)c1ccc(F)c(S(=O)(=O)N2CCOCC2)c1
→ -1%, ?, i, ?, -2.3%, 4%, i, i, 0.5%, ?, 4%
O=C1CC(c2ccco2)Cc2nc(Nc3nc(-c4ccccc4)c4ccccc4n3)ncc21 (stereo unspecified)
→ -10%, i, ?, 1.1e-08M*, -0.2%, -2%, ?, i, -1.2%, ?, 36%[activator]
CCCCCC1C(=O)CCC1CC(=O)O (stereo unspecified)
→ 1%, ·, ·, ·, -0.1%, 2%, ·, ·, 1.1%, ·, 0%
Cc1ccc(-c2nc3ncccc3o2)cc1NC(=O)Cc1ccc(Cl)cc1
→ 1%, ·, ·, ·, -0.1%, -1%, ·, ·, 1.0%, 6%[11.4 µM], 0%[7.66 µM]
O=C(COC(=O)C1CC2C=CC1C2)Nc1ccc2c(c1)OC(F)(F)O2 (stereo unspecified)
→ -1%, ?, i, i, 0.2%, 0%, ?, i, 0.2%, -10%, 3%
O=C(c1ccc(-n2cnnn2)cc1)N1CCN(C(c2ccccc2)c2ccccc2)CC1
→ -1%, i, i, i, -0.5%, -2%, i, i, -1.9%, 0%, 32%[activator]
Cc1ccc2oc(C(=O)NCc3ccc4c(c3)OCO4)c(C)c2c1
→ 1%, i, 1.8e-08M*, 1.6e-08M*, 1.1%, -3%, i, i, 0.6%, ?, -1%
COc1ccc(-n2nnnc2S(=O)(=O)CC(=O)N2CCCCC2)cc1
→ -2%, ·, ·, ·, 2.4%, 4%, ·, ·, -0.5%, -6%, ·
CCOc1ccccc1N(CC(=O)OC)S(C)(=O)=O
→ 0%, ?, i, i, -0.5%, 2%, i, i, 0.1%, 14%, 12%
CN1CCCC(OC(=O)c2ccc3c(c2)OCCO3)C1 (stereo unspecified)
→ 1%, i, i, i, -1.2%, -2%, i, i, 0.4%, 7%, -8%
COc1cccc2cc(C(=O)C3=C(O)C(=O)N(CCCN4CCOCC4)C3c3ccncc3)oc12 (stereo unspecified)
→ 2%, i, i, ?, -3.0%, -2%, i, i, 0.1%, ?, -4%

Looked up above.
HEK293 cAMP cs with `CC1CCN(CC[C@@H]2CCCN2S(=O)(=O)c2cccc(O)c2)CC1` reads 8%
Caspase-7 inhib with `COc1ccc([N+](=O)[O-])c2c1CCN2C(=O)CC[C@H](N)C(=O)O` reads -1%

(cont.)
Every second line gives: Caspase-7 inhib, Texas Red fluor, 4-MU autofl, A350 autofl, BRCT inh green, Casp1 inh, Fluorescein fluor, Rhodamine fluor, BRCT PPI red, HEK293 cAMP cs, USP2a inh
CCc1nnc(NC(=O)Cn2nc(-c3ccccc3OC)ccc2=O)s1
→ -1%, i, ?, ?, -2.9%, -2%, i, i, 1.2%, 5%, -2%
COCCNC(=O)C1(CC(C)C)C=CCN1C(=O)c1ccccc1 (stereo unspecified)
→ 1%, ·, ·, ·, -1.0%, -1%, ·, ·, -0.7%, 11%, ·
CC1(c2ccco2)NC(=O)NC1=O (stereo unspecified)
→ ·, i, i, i, ·, ·, ?, i, ·, ·, ·
COCCn1nnnc1C(c1cccc(OC)c1OC)N1CCN(C2CCCCC2)CC1 (stereo unspecified)
→ -1%[0.00368 µM], ?, i, i, 0.6%, 1%, i, i, 0.0%, 3%, -3%
Cc1oc(-c2ccc(Cl)cc2)nc1CN1CCCC(C(=O)NCCCN2CCCC2=O)C1 (stereo unspecified)
→ -1%, ·, ·, ·, 0.4%, -1%, ·, ·, -0.4%, 6%, ·
Cc1c(C#N)c2ncn(Cc3ccccc3)c(=O)c2n1-c1ccccc1
→ -1%, ·, ·, ·, 5.1%, 0%, ·, ·, 0.6%, -1%, 17%
C=CCn1c(NCc2ccccc2)nc2ccccc21
→ 2%, i, i, i, -1.6%, -1%, i, i, -0.5%, 16%, 0%
Cc1ccccc1C(=O)NC1CCN(Cc2nnnn2Cc2ccc(F)cc2)CC1
→ 1%, i, i, i, -0.9%, -2%, ?, i, 2.0%, 7%, 0%
Cc1ccc(C)c(-n2c(SCC(=O)N3CCCC3)nnc2-c2ccccn2)c1
→ 2%, i, i, i, 1.3%, -2%, i, i, 0.1%, 10%, ·
O=c1c2cc3c(cc2[nH]c(=S)n1CCN1CCOCC1)OCO3
→ 0%, ?, i, i, -0.1%, -1%, i, i, 0.6%, 5%, -3%
CCN(CC)C(=O)Cn1c(=O)n(-c2ccccc2)c(=O)n1CC(=O)N(CC)CC
→ 1%, ·, ·, ·, -1.4%, 1%, ·, ·, 0.7%, 2%, -3%
CN(C)CCNCCN
→ 0%[11.5 µM], i, i, i, 2.7%[15.4 µM], 0%[11.5 µM], i, i, -3.4%[15.4 µM], 7%[11.4 µM], ·
CC(C)(C)NC(=O)C(c1ccccc1F)N(Cc1ccco1)C(=O)c1csnn1 (stereo unspecified)
→ 0%, ?, i, i, 1.2%, 3%, ?, i, 0.5%, 14%, 8%
COc1ccc(C(=O)N2CCC3(CC2)CCN(c2ccncc2)CC3)cc1
→ -1%, i, i, i, -1.7%, -2%, i, i, -0.8%, 30%, 8%
Cc1cc(C)c(C)c(S(=O)(=O)Nc2ccc(O)cc2)c1C
→ 0%, i, i, i, 1.0%, 0%, i, i, -0.8%, 5%, 4%
COC(=O)CCCC(=O)Nc1ccc(Cl)c(Cl)c1
→ -1%, ?, i, i, -3.0%, -1%, ?, i, 0.7%, 3%, -5%
Cc1ccc(NC2=NCC(=O)N2c2ccc3c(c2)OCCO3)c(C)c1
→ -1%, ?, i, i, -0.1%, 0%, ?, i, 0.4%, 6%, 6%
CCOC(=O)c1nnn(-c2nonc2N)c1CN(CC)CC
→ -1%, ·, ·, ·, -1.3%, -2%, ·, ·, -0.9%, 4%, 7%
Cc1cccn2cc(-c3ccc(F)cc3)nc12
→ -1%, ·, ·, ·, 3.1%, -1%, ·, ·, -0.4%, -8%, -6%
